KB-3-1 tox: kills parental KB-3-1 adenocarcinoma cells; KB-3-1 viability, CellTiter-Glo ATP luminescence, 72 h; Potency, µM (doses to about 46.1 µM), for inactives: at the top dose activity change, negative = cytotoxic, most hits filed as cytotoxic; 400,000 tested, 1.4% active; further: nearly all actives have a fitted effect of over 60% in size
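Cytotoxicity measured as CellTiter-Glo luminescence after 72 h at 37 C. Compound titrations were pinned onto drug-naive KB-3-1 parental adenocarcinoma cells grown in DMEM with 10% FBS, and normalized data fitted to concentration-response curves.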
KB-V1 MDR tox: KB-V1 MDR subline cytotoxicity | KB-V1 MDR cells viability, CellTiter-Glo, 72 h | Potency, µM (top dose mostly 46.1 µM), for the others: at the top dose activity change, negative = cytotoxicity, most hits filed as cytotoxic | 400,000 tested, 3.4% active; further: nearly all actives have a fitted effect of over 60% in size
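Cytotoxicity via CellTiter-Glo luminescence after 72 h compound exposure at 37 degrees C. Cells: drug-selected KB-V1 line, DMEM phenol-red free plus 10% FBS. Compounds tested at multiple concentrations; normalized data fitted to concentration-effect curves.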
Active calls of the source: *; ? = inconclusive. The call rests on the fitted dose curve; in most records, active means well fitted cell-killing curve with a large enough effect; inconclusive means small, poorly fitted or top-dose-only effect, or effect the other way; inactive means flat fitted curve, though single readings scatter. On the % scale 0 is the no-effect control and ±100 the full control effect; potency means the concentration at half of the fitted maximal effect.

SMILES | KB-3-1 tox | KB-V1 MDR tox
COCCn1c(C)cc(O)c(C(c2ccc(OC)cc2)N2CCCCC2)c1=O (stereo unspecified) | 1.4% | -0.6%
Cc1ccc(CNC(=O)C2CCCN(Cc3nc(-c4cccc(C)c4)oc3C)C2)cc1 (stereo unspecified) | -19.9% | 7.0%
CC1CCN(CCNC(=O)c2ccc(Cn3c(SCc4ccccc4)nc4cccnc43)cc2)CC1 | -23.4% | -5.6%
CC(=O)N1CCC2(CC1)OC(=O)C(C)=C2C(=O)NCc1ccccc1Cl | 4.5% | ?
Cc1ccc(Cc2nc3ccccc3nc2SCC(=O)N2CCN(c3ccc(F)cc3)CC2)cc1 | 6.2% | -12.1%
COc1ccc(-n2ncc(C(=O)NCc3cccs3)c2C2CCN(C(=O)OC(C)(C)C)CC2)cc1 | -8.5% | 5.1%
COc1ccc(Nc2nc3c(S(=O)(=O)c4ccccc4)nnn3c3ccsc23)cc1OC | 2.4% | 5.6%
COc1ccc(NC(=O)Cn2c(=O)oc3cc(S(=O)(=O)NC4CCCC4)ccc32)cc1OC | -2.1% | 38.0%
CC(C)C(=O)Nc1nnc(S(=O)(=O)N(C)Cc2ccc(F)cc2)s1 | 12.8% | 15.9%
O=C(NCc1ccc2c(c1)CCN2C(=O)c1ccccc1)c1ccc(Br)o1 | 7.2% | 1.4%
O=C1CCCC2=C1C1(CCCC1)N=C(Nc1nc3cc(Cl)ccc3o1)N2 | 16.8% | ?
Cc1cc(C)cc(N2C(=O)CCSC23C(=O)N(Cc2ccccc2)c2ccccc23)c1 (stereo unspecified) | 18.0% | 12.2%
Cc1ccc2oc(-c3cccc(NC(=O)COc4ccc(Cl)cc4)c3C)nc2c1 | -6.6% | 0.0%
CN(Cc1cccs1)c1ncnc2ccc(-c3ccc4cnn(C)c4c3)cc12 | ? | 0.0%
COc1ccc(-c2nc(CSc3nnc(C)n4c3cc3occc34)c(C)o2)cc1OC | 10.7% | -7.3%
O=S1(=O)CCOC[C@H](c2ccccc2)N1Cc1ccc(Cl)cc1Cl | ? | ?
CCCCN1C(=O)c2[nH]nc(-c3ccccc3O)c2C1c1ccc(OCc2ccccc2)cc1 (stereo unspecified) | 6.9% | 12.7%
CCOC(=O)c1ccc(NC(=O)c2cc3c([nH]c2=O)CC(c2ccccc2)CC3=O)cc1 (stereo unspecified) | 3.7% | 3.8%
O=C(O)c1ccccc1SC1=NS(=O)(=O)c2ccccc21 | 46.1% | ?
COc1ccccc1C1NC(c2ccc3c(c2)OCO3)=CC(c2cc(Br)ccc2O)N1 (stereo unspecified) | -53.4% | 1.4%
O=C(CSc1c2c(nc3cc(Cl)ccc13)CCCC2)N1CCN(c2ccccc2F)CC1 | 3.8% | ?
O=S(=O)(c1ccccc1)N1CCN(c2nc(-c3cccs3)nc3ccccc23)CC1 | 0.0% | 0.0%
CCCn1cc(S(=O)(=O)c2ccc(C)cc2)c(=O)c2cc(F)c(N3CCCC3)cc21 | -13.5% | 10.6%
CSc1ccc(/C=C/c2ccnc3ccccc23)cc1 | ? | 27.0%
CCN1C(Br)=CCc2ccccc21 | -1.6% | ?
Going on with the list.
SMILES | KB-3-1 tox | KB-V1 MDR tox
CC(O)(c1ccccc1)[N+]1(CC(=O)c2ccccc2)C=CC=C1 (stereo unspecified) | 0.0% | -16.5%
CCOc1ccccc1C1NC(c2ccc3c(c2)OCO3)=CC(c2ccccc2O)N1 (stereo unspecified) | 0.0% | -3.4%
CCCCCCNC(=O)Nc1nnc(-c2ccncc2)s1 | ? | 0.0%
Cc1ccccc1CN1CCC(CNC(=O)c2cc3ccc4cccnc4c3[nH]2)CC1 | -15.7% | 11.7%
COc1ccccc1CNC(=O)C(=O)NCC(c1ccco1)S(=O)(=O)c1ccc(C)cc1 (stereo unspecified) | 7.5% | 5.9%
CCC(C)N(c1ccc(/C=C/c2ccnc3ccccc23)cc1)C(C)CC (stereo unspecified) | 0.0% | -1.9%
C[n+]1ccc(/C=C/c2ccc(F)cc2)c2ccccc21 | 0.0% | 17.9%
Cc1c(Cl)cccc1NC(=O)COCc1cc(-c2ccc3c(c2)OCO3)on1 | 2.9% | 0.4%
CCN(CC)c1ccc(/C=C/c2nccc3ccccc23)cc1 | 12.9% | -5.2%
COc1ccc(NC(=O)C2CCN(S(=O)(=O)c3ccc4[nH]c5c(c4c3)CCCCC5)CC2)cc1 | 18.7% | 0.0%
O=C(C[n+]1ccc2ccccc2c1)c1ccc(F)cc1 | ? | ?
Cc1ccc(CNC(=O)c2ccc3c(c2)NC(=O)C(CS(=O)(=O)Cc2cccc(C)c2)N3)cc1 (stereo unspecified) | 0.0% | -2.5%
Cc1ccc(NC(=O)C2CCN(c3nn4cc(-c5ccc(C)cc5)nc4s3)CC2)cc1 | 4.2% | 20.6%
Cc1[nH]c2ccccc2c1C(=O)COC(=O)c1ccccc1SCC(=O)N1CCCC1 | -9.0% | -17.4%
COc1ccc(-c2cn3nc(N4CCCC(C(=O)Nc5ccc(Cl)cc5C)C4)sc3n2)cc1 (stereo unspecified) | 5.8% | 1.6%
CCc1ccc2[nH]c(=O)c(CN(Cc3cccnc3)Cc3nnnn3Cc3ccccc3)cc2c1 | 3.9% | -32.5%
CCOc1ccc(CCNC(=O)CCCn2nc(C)c3sc4ccccc4c3c2=O)cc1 | 3.0% | -3.2%
CC(C(=O)c1ccccc1)[n+]1cccc(Cl)c1 (stereo unspecified) | 0.0% | 20.1%
CC(C)c1cc(-c2nc(-c3ccccc3)no2)n[nH]1 | 2.0% | 8.1%
O=C(Nc1ccc2ccccc2c1)Nc1nnc(-c2ccc(F)cc2)s1 | ? | 0.0%
O=C(O)c1ccccc1OC1=NS(=O)(=O)c2ccccc21 | ? | 17.2%
Cc1ccc(C)c(N2CCN(CCCNC(=O)c3cnn(-c4ccccc4Cl)c3C3CCN(C(=O)OC(C)(C)C)CC3)CC2)c1 | ? | ?
CCn1nc(-c2ccccc2C)nc2c(=O)n(C)c(=O)nc1-2 | ? | ?
COCCNC(=O)Cn1cc(S(=O)(=O)Cc2ccccc2Cl)c2ccccc21 | 5.2% | -18.2%
Nc1ccc(C=O)cc1 | 1.6% | 12.5%

In the list so far, 5 contain a thiophene ring, fused or not.
SMILES | KB-3-1 tox | KB-V1 MDR tox
COc1ccc(-n2ncc(C(=O)NCc3cccs3)c2C2CCN(C(=O)OC(C)(C)C)CC2)cc1 | -8.5% | 5.1%
COc1ccc(Nc2nc3c(S(=O)(=O)c4ccccc4)nnn3c3ccsc23)cc1OC | 2.4% | 5.6%
CN(Cc1cccs1)c1ncnc2ccc(-c3ccc4cnn(C)c4c3)cc12 | ? | 0.0%
O=S(=O)(c1ccccc1)N1CCN(c2nc(-c3cccs3)nc3ccccc23)CC1 | 0.0% | 0.0%
CCOc1ccc(CCNC(=O)CCCn2nc(C)c3sc4ccccc4c3c2=O)cc1 | 3.0% | -3.2%

Further results.
SMILES | KB-3-1 tox | KB-V1 MDR tox
CC(C)Nc1cc(N2CCN(C3CCCCC3)CC2)c2noc3c2c1C(=O)c1ccccc1-3 | 2.7% | 9.2%
CCCCCCCCCOC(=O)CNc1nc(C#N)nc(NCC(=O)OCCCCCCCCC)n1 | ? | 7.4%
CN(C)c1ccc(/C=C/c2cnnc3ccccc23)cc1 | ? | ?
Cc1nn(-c2ccccn2)c2c1-c1nc(N)sc1CC2 | ? | ?
CC[N+]1(CC(=O)c2cccs2)CCCCC1 | ? | ?
CCc1cccc(C)c1NC(=O)CCCn1nc(C)c2sc3ccccc3c2c1=O | 3.6% | -2.0%
Cc1cccc(N(C)c2nc3ccc(C(=O)c4ccccc4)cc3n3c(C)nnc23)c1 | -1.6% | ?
Cc1ccc2nc(Cl)c3cc(C(=O)NCCCN4CCC(C)CC4)sc3c2c1 | 17.5% | 6.6%
COc1cccc(C(=O)NC(=O)Nc2ccc(-c3cc(C(F)(F)F)nn3-c3ccccc3)cc2)c1 | -0.1% | 9.8%
CCCCNC(=O)Cn1c(SCc2cccc(F)c2)nc2ccncc21 | 15.1% | 0.0%
COc1cccc(CNC(=O)C2CCN(c3nc4ccc(Cl)cc4[nH]3)CC2)c1 | -3.1% | 18.9%
Cc1cc(C)n2c(Nc3ccccc3)c(-c3ccccc3)nc2n1 | 3.9% | 13.2%
O=C(NCC1CCN(Cc2ccc(F)cc2)CC1)c1cc2ccc3cccnc3c2[nH]1 | -3.5% | 7.9%
COc1ccc(-n2ncc(C(=O)Nc3ccc4c(c3)OCCO4)c2C2CCN(C(=O)OC(C)(C)C)CC2)cc1 | 5.7% | 25.9%
O/N=C(/C[n+]1cccc(Br)c1)c1ccc2ccccc2c1 | -6.4% | 0.0%
O=C(Nc1ccc([N+](=O)[O-])cc1Cl)c1cc(Br)ccc1O | 2.31µM* | 1.84µM*
Cc1ccc(CNC(=O)c2cnc(N3CCCCC3)c3ccccc23)cc1 | -25.6% | -9.1%
CCc1ccc2[nH]c(=O)c(CN(Cc3cccs3)Cc3nnnn3Cc3ccccc3)cc2c1 | ? | ?
O=C(NCc1cccc(F)c1)c1ccccc1NC(=O)c1nsc2ccccc12 | -3.5% | -1.0%
COc1cccc(CNC(=O)CCCn2nc(C)c3sc4ccccc4c3c2=O)c1 | -2.9% | 2.3%
CCc1cccc(C)c1Nc1c(-c2cccs2)nc2nc(C)cc(C)n12 | 8.7% | -15.5%
C=CCNc1nc(NC2CCN(C)CC2)c2cc(OC)c(OC)cc2n1 | ? | -12.8%
C[N+]1(CC(=O)c2cccc([N+](=O)[O-])c2)CCOCC1 | 4.1% | 7.4%
O=C(CNC1=NCCS1)c1c[nH]c2ccccc12 | ? | 0.3%
CC1CN(C(=O)N2CCC(C(=O)NCCCc3ccccc3)CC2)c2cc(Cl)ccc2O1 (stereo unspecified) | -13.0% | -6.7%

Given with each value named: part of the list above.
compound: COc1cccc(CNC(=O)C2CCN(c3nc4ccc(Cl)cc4[nH]3)CC2)c1
  KB-3-1 tox = -3.1%	KB-V1 MDR tox = 18.9%

compound: COCCn1c(C)cc(O)c(C(c2ccc(OC)cc2)N2CCCCC2)c1=O (stereo unspecified)
  KB-3-1 tox = 1.4%	KB-V1 MDR tox = -0.6%

compound: Cc1ccc(Cc2nc3ccccc3nc2SCC(=O)N2CCN(c3ccc(F)cc3)CC2)cc1
  KB-3-1 tox = 6.2%	KB-V1 MDR tox = -12.1%

compound: C[N+]1(CC(=O)c2cccc([N+](=O)[O-])c2)CCOCC1
  KB-3-1 tox = 4.1%	KB-V1 MDR tox = 7.4%

Next structures
SMILES | KB-3-1 tox | KB-V1 MDR tox
CCOc1ccc(CCNC(=O)c2ccc(C)c(-n3cnc4cccnc43)c2)cc1 | -2.2% | -9.2%
Cc1ccc(C2NC(c3ccc4c(c3)OCO4)=CC(c3cc(Br)ccc3O)N2)cc1 (stereo unspecified) | 0.0% | 4.3%
COc1ccccc1NC(=O)C(=O)NCC(c1cccnc1)N1CCc2ccccc2C1 (stereo unspecified) | ? | 19.8%
CN(Cc1ccccc1)c1nnc(NC(=O)Nc2cccc(Br)c2)s1 | -14.7% | 3.6%
CCN(C(=O)Cc1nc(-c2ccc(OC)cc2)no1)c1cccc(Cl)c1 | 3.1% | -26.7%
CCOC(=O)c1sc(N2C(=O)c3oc4ccc(F)cc4c(=O)c3C2c2cccc(OC)c2)nc1C (stereo unspecified) | -2.7% | -7.2%
COc1ccc(C)cc1N(C)C(=O)c1c2c(nc3ccccc13)C(=O)N(C1CCCCC1)C2 | -4.6% | -5.4%
CC(=O)N1CCc2c(sc(NC(=O)CSc3ccc(C)cc3)c2-c2nc3ccccc3s2)C1 | -5.0% | 13.2%
COc1cccc(/C=C/c2nc3ccccc3c(=O)n2-c2ccc(C)c(C)c2)c1OC | ? | ?
COc1cccc(CNC(=O)c2cc3ccc4cccnc4c3[nH]2)c1 | 0.7% | 0.4%
CN(C)c1ccc(/C=C2\C=Nc3ccccc32)cc1 | -8.1% | 10.1%
CCOc1[nH]c(/N=C/c2ccccc2)c(C#N)c1C#N | ? | 0.0%
CC(=O)c1c(C)[nH]c2ccc(OCC(O)CNCCc3ccccc3)cc12 (stereo unspecified) | ? | ?
Cc1cc(C=Nc2ccc(/C=C/c3ccnc4ccccc34)cc2)ccc1N(C)C | -28.2% | -26.4%
COc1ccc(-c2cc(C)no2)cc1S(=O)(=O)NC(C)C | 2.7% | 0.7%
CCOc1cccc(C2C=C(c3ccc4c(c3)OCO4)NC(c3ccc(Br)cc3)N2)c1O (stereo unspecified) | ? | -16.8%
Cc1ccn2c(=O)cc(COc3ccc(NC(=O)c4ccccc4F)cc3)nc2c1 | -0.9% | -0.5%
COC(=O)c1ccc2c(=O)n(CCCCCC(=O)N3CCN(c4cccc(C)c4C)CC3)c(=O)[nH]c2c1 | -27.1% | 0.0%
Cc1c(C(=O)NCc2cccc(Cl)c2)sc2nc[nH]c(=O)c12 | 4.6% | -1.0%
Cc1cc2c(cc3c(SCc4cccc(Cl)c4)nnc(C)n32)o1 | 3.9% | -13.2%

These rows are one share of the data; the hit share may differ from the screen's.
